RMI-FANCM inh – inhibitors of human RMI core complex binding to FANCM MM2; Fluorescence polarization, RMI core complex with F-MM2 peptide; active compounds read low; FP signal (polarization) at 33 µM; 70,000 compounds, 0.58% hits; AID 1159607; in the data active = FP signal below about 40; note: inactives centre near 61; strong numbers were not always called active; unit not given here
An asterisk follows results filed as active; & = joins results of further samples. Not all compounds are listed, so the mix of outcomes need not match the whole.

RMI-FANCM inh,canonical_smiles
75,O=C(Oc1ccc(N(C(=O)c2ccc(Cl)cc2)S(=O)(=O)c2ccc(F)cc2)c2ccccc12)c1ccc(Cl)cc1
63,Cc1ccc(NC(=O)C(=O)NC2CCCC2)cc1C
52,Cn1nccc1NC(=O)/C=C/C(=O)O
62,Cc1n[nH]c(=S)n1N
63,Cn1c(Cn2c(=O)sc3ccccc32)nnc1SCC(=O)Nc1ccc(Cl)cc1
54,N#C/C(=C\c1ccc(OC(=O)c2cccs2)cc1)c1ccccn1
58,O=C(O)CCCNS(=O)(=O)c1ccccc1[N+](=O)[O-]
60,CCc1cc2c(=O)c(-c3nc4ccccc4[nH]3)coc2c(CN2CCN(C)CC2)c1O
56,CC(C)(C)c1ccc(/C(N)=N\OC(=O)CCn2c(=O)oc3ccccc32)cc1
57,CC(C)(C)c1ccc(S(=O)(=O)Nc2ccc(O)c(Br)c2)cc1
59,COC(=O)c1ccc(C2C(S(=O)(=O)c3ccccc3)=C(O)C(=O)N2c2ccc(Cl)cc2)cc1 (configuration not stated)
65,Cc1cc(SCc2ccc(C#N)cc2)nc(SCc2ccc(C#N)cc2)n1
41,Oc1ccc(Br)cc1C=Nc1ccccn1
38,C[C@]12CC[C@@H](O)CC1CCC1C2CC[C@](C)(C(=O)O)C1/C=C1/Nc2ccccc2C1=O (some centres not stated)
60,O=c1cc(-c2ccccc2)ncn1Cc1cccc(Cl)c1
63,CC(=O)N1CCN(c2cc3c(cc2F)c(=O)c(C(=O)Nc2cccc(C)c2)cn3C2CC2)CC1
54,CC1(C)/C(=C\CC(=O)O)C2CCC1C2 (configuration not stated)
61,Cc1ccc(S(=O)(=O)N=C(Nc2ccc(S(=O)(=O)Nc3nccs3)cc2)c2ccccc2)cc1
71,O=C(c1c(F)cccc1Cl)N1CCN(c2ccc(-c3ccc4c(c3)OCO4)nn2)CC1
58,COC(=O)c1cscc1NC=C(C#N)C#N
54,Cc1ccc2nc(SCC(=O)N3CCN(c4ccccc4)CC3)nc(=O)n2c1
61,O=C(O)CNS(=O)(=O)c1ccc(F)cc1
63,CC(=O)c1c(N2CCCCC2)nc2ccc(Cl)cc2c1-c1ccccc1
56,COC(=O)C1=C(NC(=O)C(C)(C)C)CCS1
62,O=C(NCCOc1cccc(C(F)(F)F)c1)c1cc(Cl)ccc1[N+](=O)[O-]
86,C(=N/Nc1ccc2ccccc2n1)/c1ccccn1
63,CCOc1ccccc1CN1C(=O)C(NC(C)=O)c2cc(C)cc(C)c21 (configuration not stated)
55,O=C(Cc1cccs1)NCc1cc(Cl)cc(Cl)c1
59,CCOc1ccc(-c2cc(=O)n(C)cn2)cc1
66,O=C(O)CC1S\C(=N/N=C\C=C\c2ccccc2)NC1=O (configuration not stated)

Later entries:
RMI-FANCM inh,canonical_smiles
67,O=C(O)c1cc2cccnc2[nH]c1=O
48,N#CC1(C#N)C(c2ccccc2Cl)C1(C#N)C#N
63,CCCS(=O)(=O)/C(C#N)=C/Nc1ccccn1
56,CC1(C)Cc2cccc(C(=O)N3CCN(C(c4ccccc4)c4ccccc4)CC3)c2O1
64,O=C(CSc1nc2ccc([N+](=O)[O-])cc2[nH]1)N1CCN(c2ccccn2)CC1
52,O=C(N=Nc1c(O)[nH]c2ccc(Br)cc12)c1cc(C23CC4CC(CC(C4)C2)C3)[nH]n1
95,Cc1ccc(S(=O)(=O)c2nc(N/N=C\c3cccc([N+](=O)[O-])c3)sc2Cl)cc1
59,O=C1CSC(=S)N1CCCCCCN1C(=O)CSC1=S
63,Cc1cc(C(=O)N2CCCC(c3nnc(Cc4ccc(F)cc4)o3)C2)no1 (configuration not stated)
62,COC(=O)c1ccccc1NC(=O)CSc1nc2c(sc3ccccc32)c(=O)n1CCc1ccccc1
64,CCOC(=O)c1ccc(NC(=O)Nc2c3ccccc3nc(=O)n2CC(C)C)cc1
64,Cc1ccc2nc(-c3ccc(NC(=O)c4ncc(-c5ccc(F)cc5)o4)cc3)sc2c1
67,CCn1c(SCC(=O)Nc2ccc(C)c(C)c2)nc2c(-c3ccccc3)csc2c1=O
67,CCc1nnc(-c2ccc(NC(=O)COc3ccc(F)cc3)cc2)o1
79,COc1ccc(-c2noc(C3CCN(S(=O)(=O)c4ccc(C)c(C)c4)CC3)n2)cc1OC
64,CS(=O)(=O)c1ccc(Nc2nc(C(=O)N3CCCC3)cs2)cc1
59,CC(C)(C)Cc1nnc(C2CCCN(C(=O)Nc3ccccc3)C2)o1 (configuration not stated)
70,COc1cccc(C(=O)NCCn2ncc3c(=O)n(Cc4cccc(C)c4)cnc32)c1OC
56,O=C(NCc1ccc2c(c1)OCO2)c1ccc2nccnc2c1
64,Nc1ncnc(Cl)c1[N+](=O)[O-]
68,Cc1cc(-c2nnc(NC(=O)CCSc3ccc(F)cc3)o2)nn1C
63,O=[N+]([O-])c1ccc(-n2ccnc2)cc1
48,CCOC(=O)c1cnn(C(=O)Cc2ccsc2)c1N
87,Cc1ccc(-c2csc(-n3nc(C)cc3NC(=O)C3CC(=O)N(c4cccc(C)c4)C3)n2)cc1 (configuration not stated)
64,O=C(NCc1ccccc1)N1CCN(Cc2nc(-c3ccco3)cs2)CC1
61,O=C1CCC(=O)N1CN1CCC(CCCC2CCN(CN3C(=O)CCC3=O)CC2)CC1
49,COc1ccc([N+](=O)[O-])c(OC)c1C(=O)NC(=O)Nc1cc(C(F)(F)F)cc(C(F)(F)F)c1
60,COc1ccc(N2CCN(S(=O)(=O)c3cccc(C(F)(F)F)c3)CC2)cc1
68,CC(C)C(=O)N1CCc2ccc(NS(=O)(=O)c3cccs3)cc2C1
52&63&51,CN(CCOc1ccc(CC2SC(=O)NC2=O)cc1)c1ccccn1 (configuration not stated)

For convenience, some entries already given.
RMI-FANCM inh,canonical_smiles
67,O=C(O)c1cc2cccnc2[nH]c1=O
48,N#CC1(C#N)C(c2ccccc2Cl)C1(C#N)C#N
63,CCCS(=O)(=O)/C(C#N)=C/Nc1ccccn1
56,CC1(C)Cc2cccc(C(=O)N3CCN(C(c4ccccc4)c4ccccc4)CC3)c2O1
64,O=C(CSc1nc2ccc([N+](=O)[O-])cc2[nH]1)N1CCN(c2ccccn2)CC1
52,O=C(N=Nc1c(O)[nH]c2ccc(Br)cc12)c1cc(C23CC4CC(CC(C4)C2)C3)[nH]n1
95,Cc1ccc(S(=O)(=O)c2nc(N/N=C\c3cccc([N+](=O)[O-])c3)sc2Cl)cc1
59,O=C1CSC(=S)N1CCCCCCN1C(=O)CSC1=S
63,Cc1cc(C(=O)N2CCCC(c3nnc(Cc4ccc(F)cc4)o3)C2)no1 (configuration not stated)
62,COC(=O)c1ccccc1NC(=O)CSc1nc2c(sc3ccccc32)c(=O)n1CCc1ccccc1
64,CCOC(=O)c1ccc(NC(=O)Nc2c3ccccc3nc(=O)n2CC(C)C)cc1
64,Cc1ccc2nc(-c3ccc(NC(=O)c4ncc(-c5ccc(F)cc5)o4)cc3)sc2c1
67,CCn1c(SCC(=O)Nc2ccc(C)c(C)c2)nc2c(-c3ccccc3)csc2c1=O
67,CCc1nnc(-c2ccc(NC(=O)COc3ccc(F)cc3)cc2)o1
79,COc1ccc(-c2noc(C3CCN(S(=O)(=O)c4ccc(C)c(C)c4)CC3)n2)cc1OC
64,CS(=O)(=O)c1ccc(Nc2nc(C(=O)N3CCCC3)cs2)cc1
59,CC(C)(C)Cc1nnc(C2CCCN(C(=O)Nc3ccccc3)C2)o1 (configuration not stated)

Remaining list, next part.
RMI-FANCM inh,canonical_smiles
72,COc1ccc2nc(-c3ccc(C)c(NS(=O)(=O)c4ccc(C(C)=O)cc4)c3)cn2n1
58,O=C(NCCCc1ccccc1)C(=O)NCCc1ccccc1
49,N#Cc1ccc(-c2c(NC(=O)NS(=O)(=O)c3ccccc3Cl)oc(-c3ccco3)c2C#N)cc1
57,CCOC(=O)c1ccc2[nH]c(-c3ccccc3)cc(=O)c2c1
54,Cc1cc(C)c2c(c1)sc1c(C)c(C)ccc12
56,O=C(CSC1=NCCS1)NCCSCc1ccco1
79,COCCn1c(SCC(=O)c2ccc(F)cc2)nc2cc(C(=O)NCC(C)C)ccc2c1=O
49,COc1cccc2onc(N)c12
73,C=CCn1c(=NC(=O)c2ccccc2F)sc2cc3c(cc21)OCCO3
56,Cc1[nH]c2ccccc2c1S(=O)(=O)CCNC(=O)Nc1ccccc1C#N
66,O=C(COc1cccc(Cl)c1)NCCCn1nc(-c2ccc(Cl)cc2)ccc1=O
49,C[C@H](Cc1ccccc1)Nc1ncnc2c1ncn2[C@@H]1O[C@H](CO)[C@H](O)C1O (some centres not stated)
71,O=C(Nc1nc2c(Cl)ccc(Cl)c2s1)c1ccc([N+](=O)[O-])s1
68&62,O=C(c1ccc(F)cc1)C1CCN(Cc2cnc(-c3ccccc3)[nH]2)CC1
58,Cc1cccc(-n2ncc3c(=O)n4c(nc32)SCC4CC(=O)NCc2ccco2)c1 (configuration not stated)
67,COc1cccc2sc(N(Cc3cccnc3)C(=O)C3CCCN3S(C)(=O)=O)nc12 (configuration not stated)
56,CCc1cccc2sc(N3CCN(C(=O)C4CCCN4S(=O)(=O)c4ccc(Cl)s4)CC3)nc12 (configuration not stated)
51,COc1ccc(NC(=O)C(=O)NCCCn2ccnc2)cc1OC
63,CS(=O)(=O)N1CCCc2cc(NC(=O)c3cccs3)ccc21
56,CCOC(=O)c1sc(NC(=O)c2ccccc2OC)c(C#N)c1C
5,CCNc1nc(SCC(=O)NC(=O)NCc2ccccc2)nc2sc3c(c12)CCN(C)C3
59,Nc1nc(-c2cc(-c3ccccc3)no2)cs1
58,COC(=O)c1ccccc1CSc1nccc(C(F)(F)F)n1
62,Cc1ccc(C)c(-n2ncc3c2ncn2nc(C4CCCCC4)nc32)c1
57,COCCCN1COc2ccc3c(C)c(-c4ccc(OC)c(OC)c4)c(=O)oc3c2C1
55,Cc1ccc2nc(NCc3ccco3)c(C=NCc3ccco3)c(=O)n2c1
63,O=C(Cc1csc(Nc2ccc(F)cc2)n1)NCCC1=CCCCC1
55,O=C(NCC(c1ccccc1)c1c[nH]c2ccccc12)C(F)(F)F (configuration not stated)
52,CN(C)C(CNS(=O)(=O)CCc1ccccc1)c1ccco1 (configuration not stated)
59,IC12CC3CC(CC(C3)C1)C2

Next section.
RMI-FANCM inh,canonical_smiles
55,CCC1(C)N=NC(C)(CC)C1O (configuration not stated)
52,Cc1cc(O)cc(=O)[nH]1
57,CCOC(=O)CSc1nc2ccccc2s1
69,O=S(=O)(c1ccccc1)N1CCOC1CBr (configuration not stated)
62,COc1ccc(-c2nnc(NC(=O)c3cc4ccccc4oc3=O)s2)c(OC)c1
95,CCOc1ccc(-c2cc(=O)n(CC(=O)Nc3ccc4c(c3)OCO4)cn2)cc1
60,COc1ccc(OC)c(-n2c(CNC(=O)c3ccc(S(=O)(=O)N4CCOCC4)cc3)nnc2SCC(=O)Nc2nc3ccccc3s2)c1
60,O=C(O)c1ccccc1-c1ccccc1C(=O)Nc1ccc(N=Nc2ccccc2)cc1
53,O=C(NNc1c([N+](=O)[O-])cc(C(F)(F)F)cc1[N+](=O)[O-])c1ccccc1-n1cccc1
49,CCOC(=O)NN=C1CCCC1
65,CCNC(=O)NNC(=O)NC12CC3CC(CC(C3)C1)C2
64,COc1ccc(NC(=O)C23CC4CC(C2)CC(C(=O)Nc2ccc(OC)cc2OC)(C4)C3)c(OC)c1
55,COC(=O)c1ccc(CSc2nnc3n2CCN3c2ccccc2)o1
63,COc1ccc(OC)c(NC(=S)NCCN2CCOCC2)c1
62,Cc1c(Cl)cccc1NC(=O)c1cc2cc([N+](=O)[O-])ccc2oc1=O
65,Cn1nc2c(c1NC(=O)c1sc3ccccc3c1Cl)CCC2
63,O=c1oc(-c2cccnc2)nc2c(Cl)cccc12
56,CCOc1cccc2sc(NC(=O)CSc3ccccc3)nc12
74,Cc1cccc(C)c1NC(=O)Cn1c(=O)n(Cc2ccc(F)cc2)c(=O)c2nccnc21
67,CCc1cnc2c(c1NCc1ccc3c(c1)OCO3)c(=O)n(C)c(=O)n2C
61,CCc1nnc(C2CCN(C(=O)Nc3ccccc3OC)CC2)s1
66,CC(C)NC(=O)Cc1csc(SCc2ccc(Br)cc2)n1
64,O=C(CCCN1C(=O)/C(=C/c2ccccc2F)SC1=S)Nc1ccc2oc(=O)ccc2c1
55,N#Cc1cn(C2CC2)c(=O)n(Cc2ccccc2)c1=O
58,Cc1ccc(C)c(NC(=O)CSCc2ccco2)c1
58,CC(=O)/C=C(/NCCN/C(=C/C(C)=O)c1ccccc1)c1ccccc1
62,C=CCn1c(=NC(=O)c2cc(-c3ccccc3)nc3ccccc23)sc2cc(C(=O)OCC)ccc21
57,COC(=O)c1ccc(CN2C(=O)SC(Nc3ccc(OC)cc3)C2=O)cc1 (configuration not stated)
61,Cn1c(C2CCN(S(C)(=O)=O)CC2)nn(CC(=O)NCc2ccccc2Cl)c1=O
56,CN(C1CCCCC1)S(=O)(=O)c1cc(C(=O)Nc2ccc(Cl)c(Cl)c2)ccc1F

Further compounds:
RMI-FANCM inh,canonical_smiles
80,CC1Oc2ccccc2N(Cc2nc(-c3ccc(Br)cc3)no2)C1=O (configuration not stated)
66,COc1ccc2oc(CO)cc2c1
66,O=C(CCCS(=O)(=O)c1ccc(F)cc1)Nc1cccc2c1C(=O)NC2=O
65,COc1ccc(N2CC(NC(=O)CC(c3ccccc3)c3ccccc3)CC2=O)cc1OC (configuration not stated)
56,O=C(NNC(=S)NCc1ccco1)C(F)(F)F
57,COc1ccc(C2SC(C)C(=O)N2c2ccc(C)cc2)cc1 (configuration not stated)
65,CC(=O)Nc1ccc2nc(NC(=O)c3ccccc3)sc2c1
63,COc1ccc(C(=O)Nc2cc(OC)nc(OC)n2)cc1
57,CC(=O)Nc1ccc(S(=O)(=O)N2CCCC2)cc1Cl
63,CCOC(=O)c1sc(N=CN(C)C)nc1C
59,Clc1cccc(Nc2ncc(-c3ccc4c(c3)OCCCO4)s2)c1
61,CC1/C=C/C=C/CC/C=C/C=C/C=C/C=CC(O[C@@H]2O[C@H](C)[C@@H](O)[C@H](N)[C@@H]2O)CC(O)C(C(=O)O)C(O)CC(=O)CC(O)C(O)CCC(O)CC(O)CC(O)CC(=O)OC(C)C(C)C1O (some centres not stated)
63,O=C(COc1ccc(Cl)cc1)Nc1nnc(-c2ccc(Cl)cc2)o1

High-throughput results as filed in PubChem.
